High-throughput results as filed in PubChem.
PKA-R2B act – PKA-R2B complex activation; activation, % at 11.4 µM; hit rate 0.079% among 340,000; P22694+P31323; PKA-R2B holoenzyme dissociation, Cy5-IP20 fluorescence polarization; R2B truncated from residue 108, S112A mutant; 0% DMSO only, 100% 113 µM cGMP; AID 504700;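 active = activation above a cutoff set at the mean over all compounds plus 3 SD, cut at about 18% in these data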;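 also: higher means more holoenzyme dissociation and a rise in polarization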
Target sequence (P31323 whole entry, looked up, other chains not shown, the tested form may be a part): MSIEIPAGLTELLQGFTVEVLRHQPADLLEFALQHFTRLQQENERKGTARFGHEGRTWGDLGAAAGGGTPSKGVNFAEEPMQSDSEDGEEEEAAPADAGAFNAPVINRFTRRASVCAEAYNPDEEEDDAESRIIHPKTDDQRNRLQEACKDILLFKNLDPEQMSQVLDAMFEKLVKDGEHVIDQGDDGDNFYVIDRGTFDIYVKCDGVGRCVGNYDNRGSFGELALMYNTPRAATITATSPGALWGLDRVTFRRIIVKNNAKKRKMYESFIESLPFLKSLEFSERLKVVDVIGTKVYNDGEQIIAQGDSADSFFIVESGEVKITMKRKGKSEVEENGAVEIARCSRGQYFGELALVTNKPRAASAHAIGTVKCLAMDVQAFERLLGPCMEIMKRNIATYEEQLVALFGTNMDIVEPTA
phage Ecoli inh – E. coli growth loss with phage present; growth absorbance; inhibition, % at 11.9 µM; hit rate 0.26% among 360,000; AID 651602; in the data active = inhibition above about 11%
Tat transport – blocks Tat-dependent protein export in E. coli; hit rate 0.036% among 340,000; E. coli MC4100 TorA-mCherry Tat export, fluorescence; AID 488895; inhibition, % at 10 µM;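 active = mean replicate inhibition at least 50% and at least half of replicates individually reaching 50%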;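 also: exported cargo escapes ClpAP degradation while cytoplasmic cargo is degraded and loses fluorescence; 0% = median of neutral control wells and 100% = median of NaSCN control wells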
E coli growth – reduces bacterial viability in AddAB counter-screen; hit rate 0.27% among 330,000; inhibition, % at 11.9 µM; E. coli V3065 growth, OD600 absorbance, 18 h;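 active = inhibition above the campaign's mean inhibition across all tested compounds plus 3 SD, cut at about 9.9% in these data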;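 also: uninfected addAB+ strain grown without phage in ampicillin broth; 0% = DMSO wells and 100% = ciprofloxacin 0.95 µg/ml wells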
AddAB inh – less growth of phage-infected E. coli with AddAB; E. coli expressing H. pylori AddAB, absorbance growth; inhibition, % at 11.9 µM; hit rate 0.29% among 330,000; AID 435030; in the data active = inhibition above about 12%;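 also: 0% = vehicle wells of infected cells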
HTR5A inv ag – inverse agonist of human HTR5A in OPRM1-OPRD1 counter-screen; HTR5A cell line, luminescence, inverse agonism; inhibition, % at 9.3 µM; hit rate 0.083% among 340,000; in the data active = inhibition mostly above about 23%, no sharp cut-off; inactive = mostly below about 18%;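 also: 0% = cells with DMSO and 100% = no-cell wells with DMSO; some compounds called inactive have numbers as strong as hits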
Target sequence (P47898 whole entry, looked up): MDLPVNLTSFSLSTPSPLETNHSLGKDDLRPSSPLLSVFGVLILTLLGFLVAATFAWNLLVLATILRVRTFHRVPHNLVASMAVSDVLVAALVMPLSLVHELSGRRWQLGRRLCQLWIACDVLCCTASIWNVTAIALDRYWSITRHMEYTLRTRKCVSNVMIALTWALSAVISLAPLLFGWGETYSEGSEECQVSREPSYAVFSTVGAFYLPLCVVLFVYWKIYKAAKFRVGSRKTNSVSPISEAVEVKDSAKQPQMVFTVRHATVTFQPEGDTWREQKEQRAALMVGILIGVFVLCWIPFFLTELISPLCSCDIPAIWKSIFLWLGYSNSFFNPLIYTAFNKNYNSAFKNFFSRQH
CDK5 p35 inh – inhibitors of human CDK5/p35 kinase. Q00535+Q15078. Recombinant CDK5/p35, ADP-Glo luminescence, 60 min. inhibition, % at 10 µM. hit rate 0.01% among 330,000. AID 488839;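 active = highest replicate inhibition of at least 50% and at least 75% of replicates reaching 50%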;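 also: plate controls were DMSO neutral control for no effect and GW8510 at 10 µM for full effect; many of its hits are not listed in these tables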
SUMO Mot1 rescue – SUMOylation pathway inhibition by Mot1-301 growth rescue; S. cerevisiae Mot1-301 growth rescue, ATP luminescence, 38.5C; percent above DMSO median, 100 means doubled; growth rescue, % at 18.8 µM; hit rate 1% among 320,000; AID 2716;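 active = every valid replicate shows activation above 250% relative to neutral control wells; inactive = the rest, any valid replicate at or below 250%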;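 also: OY570 slx delta 5 strain wells were the positive control but not used for scaling; some compounds called inactive have numbers as strong as hits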
HTR5A ag ctr – HTR5A agonism, opioid heterodimer counter-screen | P47898 | HTR5A agonist assay, luminescence, cell-based | activation, % at 9.3 µM | hit rate 0.61% among 340,000 | AID 504692; in the data active = activation mostly above about 9.5%, no sharp cut-off; inactive = mostly below about 7.6%;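 also: 0% = cells with vehicle only and 100% = reference agonist; strong numbers were not always called active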
PKA-R1A act – activators of PKA-R1A complex; P00514+P68181; PKA-R1A dissociation, Cy5-IP20 fluorescence polarization; scaled: DMSO 0%, 113 µM cGMP 100%; activation, % at 11.4 µM; hit rate 0.083% among 340,000; AID 504707;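 active = percent activation above the mean of all tested compounds plus 3 SD, cut at about 19% in these data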;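 also: higher means more PKAc released from R1A so a rise in polarization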
DAGLB inhibitor – diacylglycerol lipase beta (human) inhibition; HEK293T DAGLB membrane lysate, EnzChek fluorogenic substrate; inhibition, % at 5.17 µM; Q8NCG7; hit rate 0.059% among 340,000; AID 504411; in the data active = inhibition above about 34%;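 also: 0% = enzyme with vehicle and 100% = wells lacking enzyme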
* = called active by the depositor; nt = not tested or not shown.

Values run as follows: PKA-R2B act | phage Ecoli inh | Tat transport | E coli growth | AddAB inh | HTR5A inv ag | CDK5 p35 inh | SUMO Mot1 rescue | HTR5A ag ctr | PKA-R1A act | DAGLB inhibitor
O=[N+]([O-])/C(C(=C(Cl)Cl)N1CCOCC1)=C1\NCCO1
  4 | -1.4 | -2 | 1.1 | -1.0 | 22 | -0.9 | -2 | -1 | -13 | 0
O=C(Nc1ccccc1C(=O)Nc1ccc(Br)cn1)c1cccc([N+](=O)[O-])c1
  5 | -1.1 | 2 | 0.1 | 4.3 | -6 | -6.5 | 3 | 2 | 1 | -1
Cc1cc(C)n(CC(O)COc2ccc3ccccc3c2)n1 (stereo not drawn)
  -5 | -0.8 | 0 | -1.7 | -0.5 | 11 | -0.3 | 30 | -4 | -9 | -2
COC(=O)c1ccc(OCCn2cnc3ccccc3c2=O)cc1
  -2 | 0.9 | -4 | 0.8 | 0.7 | -17 | -1.0 | -6 | 4 | -4 | -1
Cc1cccc(NS(=O)(=O)c2c(C)nc3scc(C)n3c2=O)c1
  -6 | 2.4 | -2 | 2.5 | 2.2 | 26 | 0.9 | -10 | 0 | -6 | -1
CC(=O)Nc1ccc(NC(=O)CCn2nnc3ccccc32)cc1
  -3 | 1.6 | -3 | 0.7 | 0.2 | -3 | -0.3 | 175 | 1 | -12 | -1
CCO[C@H]1OC(C(=O)NCc2ccccc2)=C[C@@H](c2ccc3c(c2)OCO3)[C@@H]1CCCO
  6 | 2.2 | -7 | 3.3 | 0.5 | 23 | -2.7 | -2 | -9 | -9 | 0
CN(C)c1c(F)cc(-c2nn[nH]n2)cc1F
  -1 | 2.8 | -8 | -1.0 | 2.5 | -13 | 1.0 | -6 | 8 | 6 | -5
CC1CCc2sc(NC(=O)C3CC(Cl)=CCC3C(=O)O)c(C#N)c2C1 (stereo not drawn)
  nt | 5.4 | -6 | 2.5 | 2.9 | nt | 0.5 | -8 | nt | nt | nt
Clc1ccc(C(c2ccccc2)N2CCNCC2)cc1 (stereo not drawn)
  5 | 1.8 | -5 | -0.1 | 0.3 | -7 | 0.8 | -12 | 2 | 8 | -1

Entries of single compounds as entered above:
`O=[N+]([O-])/C(C(=C(Cl)Cl)N1CCOCC1)=C1\NCCO1` is entered as PKA-R2B act = 4; phage Ecoli inh = -1.4; Tat transport = -2; E coli growth = 1.1; AddAB inh = -1.0; HTR5A inv ag = 22; CDK5 p35 inh = -0.9; SUMO Mot1 rescue = -2; HTR5A ag ctr = -1; PKA-R1A act = -13; DAGLB inhibitor = 0
`CN(C)c1c(F)cc(-c2nn[nH]n2)cc1F` is entered as PKA-R2B act = -1; phage Ecoli inh = 2.8; Tat transport = -8; E coli growth = -1.0; AddAB inh = 2.5; HTR5A inv ag = -13; CDK5 p35 inh = 1.0; SUMO Mot1 rescue = -6; HTR5A ag ctr = 8; PKA-R1A act = 6; DAGLB inhibitor = -5

Other records follow.
Values run as follows: PKA-R2B act | phage Ecoli inh | Tat transport | E coli growth | AddAB inh | HTR5A inv ag | CDK5 p35 inh | SUMO Mot1 rescue | HTR5A ag ctr | PKA-R1A act | DAGLB inhibitor
O=c1cccc2n1Cc1cc3ccccc3nc1-2
  4 | 0.5 | -6 | -1.0 | 1.6 | -27 | 0.0 | -13 | 1 | -6 | -6
O=C(Cc1cccc(C(F)(F)F)c1)NCC(c1ccco1)N1CCCCC1 (stereo not drawn)
  3 | 1.4 | -2 | 2.3 | 4.5 | -1 | 0.5 | -18 | 1 | -6 | -2
CCOc1cc(CNC2CCCC2)cc(Cl)c1OCc1ccccc1
  -4 | 3.1 | 2 | 2.9 | 0.0 | -52 | -0.5 | 12 | 4 | -3 | -2
COC(=O)c1ccc(CSc2nc3c(c(=O)n2-c2ccccc2)SCC3)o1
  18 | 1.0 | 1 | -0.3 | -1.5 | 20 | 2.0 | -2 | 4 | -4 | -1
COc1ccc(NCC(=O)N/N=C/c2c(C)nn(Cc3ccccc3)c2Cl)cc1
  5 | 2.0 | 8 | -1.2 | 3.9 | -15 | -1.0 | 19 | 4 | -8 | 3
N#CC1(NC(=O)COC(=O)c2cc([N+](=O)[O-])ccc2N2CCOCC2)CCCCC1
  2 | 5.2 | -4 | 0.0 | -0.2 | 8 | 1.4 | 2 | -3 | 1 | -3
COc1ccc(NC(=O)CN2C(=O)C(c3ccccc3)=NC23CCCCCC3)cc1
  8 | 1.7 | 5 | 1.4 | 2.1 | -6 | 0.1 | -5 | 2 | -3 | -9
O=C(c1ccc(-c2cc(Cl)ccc2Cl)o1)N1CCOCC1
  -3 | -0.2 | 13 | -2.5 | 2.2 | -6 | 0.3 | -31 | 2 | -7 | -3
O=C(NCCCn1ccnc1)c1ccc(Br)s1
  -2 | 1.6 | -4 | nt | nt | -10 | -1.4 | 5 | 1 | 5 | 1
Cc1cccc(NC(=O)CN2CCN(C(=O)C3CCN(C(=O)/C=C/c4ccccc4)CC3)CC2)c1C
  6 | 2.3 | -5 | -0.9 | 3.0 | -17 | -8.2 | -8 | 1 | -6 | -2
COC(=O)c1c(NC(=O)c2cnccn2)sc2c1CCC2
  -8 | -0.1 | -7 | -1.5 | -1.1 | -3 | 1.1 | -12 | 3 | 3 | 0
O=C1CC(N2C(=O)/C(=C/C=C/c3ccccc3)SC2=S)C(=O)N1c1ccccc1 (stereo not drawn)
  -3 | 2.8 | 6 | -9.6 | -2.1 | -32 | 0.4 | -2 | 0 | -3 | -1
N#CC1=C(N)Oc2cc(N)ccc2C1c1cccnc1 (stereo not drawn)
  5 | 2.1 | 7 | 0.6 | 2.0 | 15 | -0.8 | 0 | 7 | 2 | 1
O=C(/C=C/c1ccc(Cl)cc1Cl)NC(=S)Nc1ccccn1
  -4 | -0.5 | -4 | -0.6 | 1.6 | 4 | 0.3 | 127 | -2 | -2 | -2

13 entries from above, in markdown:
| Compound | PKA-R2B act | phage Ecoli inh | Tat transport | E coli growth | AddAB inh | HTR5A inv ag | CDK5 p35 inh | SUMO Mot1 rescue | HTR5A ag ctr | PKA-R1A act | DAGLB inhibitor |
| --- | --- | --- | --- | --- | --- | --- | --- | --- | --- | --- | --- |
| CC1CCc2sc(NC(=O)C3CC(Cl)=CCC3C(=O)O)c(C#N)c2C1 (stereo not drawn) | nt | 5.4 | -6 | 2.5 | 2.9 | nt | 0.5 | -8 | nt | nt | nt |
| Clc1ccc(C(c2ccccc2)N2CCNCC2)cc1 (stereo not drawn) | 5 | 1.8 | -5 | -0.1 | 0.3 | -7 | 0.8 | -12 | 2 | 8 | -1 |
| O=c1cccc2n1Cc1cc3ccccc3nc1-2 | 4 | 0.5 | -6 | -1.0 | 1.6 | -27 | 0.0 | -13 | 1 | -6 | -6 |
| O=C(Cc1cccc(C(F)(F)F)c1)NCC(c1ccco1)N1CCCCC1 (stereo not drawn) | 3 | 1.4 | -2 | 2.3 | 4.5 | -1 | 0.5 | -18 | 1 | -6 | -2 |
| CCOc1cc(CNC2CCCC2)cc(Cl)c1OCc1ccccc1 | -4 | 3.1 | 2 | 2.9 | 0.0 | -52 | -0.5 | 12 | 4 | -3 | -2 |
| COC(=O)c1ccc(CSc2nc3c(c(=O)n2-c2ccccc2)SCC3)o1 | 18 | 1.0 | 1 | -0.3 | -1.5 | 20 | 2.0 | -2 | 4 | -4 | -1 |
| COc1ccc(NCC(=O)N/N=C/c2c(C)nn(Cc3ccccc3)c2Cl)cc1 | 5 | 2.0 | 8 | -1.2 | 3.9 | -15 | -1.0 | 19 | 4 | -8 | 3 |
| N#CC1(NC(=O)COC(=O)c2cc([N+](=O)[O-])ccc2N2CCOCC2)CCCCC1 | 2 | 5.2 | -4 | 0.0 | -0.2 | 8 | 1.4 | 2 | -3 | 1 | -3 |
| COc1ccc(NC(=O)CN2C(=O)C(c3ccccc3)=NC23CCCCCC3)cc1 | 8 | 1.7 | 5 | 1.4 | 2.1 | -6 | 0.1 | -5 | 2 | -3 | -9 |
| O=C(c1ccc(-c2cc(Cl)ccc2Cl)o1)N1CCOCC1 | -3 | -0.2 | 13 | -2.5 | 2.2 | -6 | 0.3 | -31 | 2 | -7 | -3 |
| O=C(NCCCn1ccnc1)c1ccc(Br)s1 | -2 | 1.6 | -4 | nt | nt | -10 | -1.4 | 5 | 1 | 5 | 1 |
| Cc1cccc(NC(=O)CN2CCN(C(=O)C3CCN(C(=O)/C=C/c4ccccc4)CC3)CC2)c1C | 6 | 2.3 | -5 | -0.9 | 3.0 | -17 | -8.2 | -8 | 1 | -6 | -2 |
| COC(=O)c1c(NC(=O)c2cnccn2)sc2c1CCC2 | -8 | -0.1 | -7 | -1.5 | -1.1 | -3 | 1.1 | -12 | 3 | 3 | 0 |
